# Bioassay records as filed in PubChem.
# CYP2C9 act: activators of human CYP2C9 | P11712 | recombinant CYP2C9, luciferin-H conversion, luminescence; active compounds read high; factor 1 = untreated enzyme, 0 = blocked | activation factor at 5 µM | hit rate 1.4% among 96,000;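 active = activation factor of 2 or more for CYP2C9 at a 5 µM dose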;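 also: 0 = sulfaphenazole-blocked wells and 1 = vehicle-only wells; values of inactives mirror those of a sister screen read the other way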
# CYP2C9 inhib: blocks human cytochrome P450 2C9; hit rate 20% among 96,000; P11712; inhibition, % at 5 µM; CYP2C9 Supersomes, luciferin-H conversion, luminescence;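 active = blocking of liver enzyme CYP2C9 beyond about 50% at 5 µM, limit read from the data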; also: values of inactives mirror those of a sister screen read the other way
# PLAP activator: activators of human placental alkaline phosphatase | P05187 | purified PLAP enzyme, luminescent substrate read-out; active compounds read high | hit rate 1.2% among 96,000 | activation fold at 20 µM; in the data active = activation fold above about 2
# Target sequence (P05187 whole entry, looked up): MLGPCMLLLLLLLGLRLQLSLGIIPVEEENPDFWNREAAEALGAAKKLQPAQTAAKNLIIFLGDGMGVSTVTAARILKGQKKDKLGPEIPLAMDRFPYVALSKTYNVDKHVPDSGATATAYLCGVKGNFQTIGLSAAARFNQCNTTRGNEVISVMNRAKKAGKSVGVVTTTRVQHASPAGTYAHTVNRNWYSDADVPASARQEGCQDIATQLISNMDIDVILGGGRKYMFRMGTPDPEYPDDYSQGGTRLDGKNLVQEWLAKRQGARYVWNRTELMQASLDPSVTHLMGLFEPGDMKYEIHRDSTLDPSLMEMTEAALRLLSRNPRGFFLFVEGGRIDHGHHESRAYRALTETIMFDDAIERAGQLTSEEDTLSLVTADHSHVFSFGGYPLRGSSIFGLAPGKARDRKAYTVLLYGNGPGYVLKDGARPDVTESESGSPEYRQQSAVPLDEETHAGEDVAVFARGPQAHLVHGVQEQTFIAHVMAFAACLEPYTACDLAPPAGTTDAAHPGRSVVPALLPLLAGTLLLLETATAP
# E coli WT exp: E. coli BW25113 growth inhibition, expanded screen; hit rate 0.15% among 98,000; AID 710; growth inhibition, % at 100 µM; OD600 absorbance;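 active = growth inhibition above about 50% at one test dose, limit read from the data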;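 also: growth measured after 20 h incubation at 37 °C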
# EphB4 ephrin blk: blocks human EphB4 binding to ephrin-B2 | EphB4 LBD / TNYL-RAW-Alexa532 peptide, fluorescence polarization | inhibition, % at 7 µM | hit rate 0.15% among 97,000 | AID 720;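 active = inhibition above the screen-wide mean inhibition plus 3 SD, cut at about 15% in these data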;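 also: 0% = DMSO wells and 100% = excess unlabeled TNYL-RAW peptide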
# PTK2B oligo ant: Pyk2 (human) oligomerization antagonism; Q293 cells, Pyk2 FERM NanoBiT luminescence; active compounds read low; Q14289; hit rate 0.83% among 99,000; z-score (the deposit names both 25 µM and 10 µM);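 active = Z-score of -3 or lower, scaled per plate to the spread of control and sample wells; inactive = z-score above -3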;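 also: negative z-score means lost luminescence so less FERM oligomerization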
# PostGolgi yeast: growth inhibition of a yeast mutant, post-Golgi transport screen | inhibition, % at 10 µM | post-Golgi transport phenotypic cell assay | hit rate 0.9% among 98,000 | AID 739; in the data active = inhibition above about 30%;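 also: yeast cells grown in 1536-well plates; yeast grown about 18 h at 30C before absorbance read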
# CYP2C19 inh: inhibitors of human CYP2C19; CYP2C19 Supersomes, luciferin-H EGE luminescence, 30 min; inhibition, % at 5 µM; P33261; hit rate 21% among 96,000;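 active = CYP2C19 inhibition above a set limit at 5 µM in the primary screen, cut at about 50% in these data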;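 also: plate controls were negative control wells for no effect and 2.5 mM tranylcypromine positive control for full effect; values of inactives mirror those of a sister screen read the other way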
# Target sequence (P33261 whole entry, looked up): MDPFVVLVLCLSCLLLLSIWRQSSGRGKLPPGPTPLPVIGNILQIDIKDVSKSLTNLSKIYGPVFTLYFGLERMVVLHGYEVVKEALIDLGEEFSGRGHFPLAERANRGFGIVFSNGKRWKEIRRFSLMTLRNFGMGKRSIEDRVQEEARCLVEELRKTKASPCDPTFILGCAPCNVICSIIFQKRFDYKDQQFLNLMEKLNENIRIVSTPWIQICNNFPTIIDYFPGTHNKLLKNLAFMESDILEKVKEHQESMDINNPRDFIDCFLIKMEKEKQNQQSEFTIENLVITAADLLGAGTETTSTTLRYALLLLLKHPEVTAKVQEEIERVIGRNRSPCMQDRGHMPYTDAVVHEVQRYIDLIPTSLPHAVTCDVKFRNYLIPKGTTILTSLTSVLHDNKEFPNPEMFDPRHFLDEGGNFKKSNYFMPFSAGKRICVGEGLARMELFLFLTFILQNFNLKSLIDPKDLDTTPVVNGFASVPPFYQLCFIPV
# CYP2C19 activ: activators of human cytochrome P450 2C19; 96,000 tested, under 10 active; recombinant CYP2C19, luciferin-H EGE luminescence; active compounds read high; 0 = fully inhibited enzyme, 1 = untreated enzyme; AID 1025; P33261; activation factor at 5 µM;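 active = activation factor of at least 2 at 5 µM in the primary screen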;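 also: 0 = wells with 2.5 mM tranylcypromine and 1 = vehicle-only wells; values of inactives mirror those of a sister screen read the other way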
# * marks the source's active call; other numbers are inactive results; / = no result given.
SMILES,CYP2C9 act,CYP2C9 inhib,PLAP activator,E coli WT exp,EphB4 ephrin blk,PTK2B oligo ant,PostGolgi yeast,CYP2C19 inh,CYP2C19 activ
CCC(CC)C(=O)Nc1ccc(Cl)c(Cl)c1,0.6,38.2,0.9,13.0,-1.6,-2.18,17.1,66.8*,0.3
CCOC(=O)C1CCCN(c2c(NCCCN(CC)c3cccc(C)c3)c(=O)c2=O)C1 (stereo not drawn),0.7,29.8,1,6.0,-7.8,1.4,-0.3,48.1,0.5
COc1cc(C(c2nnnn2C2CCCC2)N2CCc3ccccc3C2)ccc1O (stereo not drawn),0.4,57.1*,1.5,2.0,-0.1,0.2,18.7,43.2,0.6
O=C1c2ccccc2S(=O)(=O)N1CC(O)Cn1ccc2ccccc21 (stereo not drawn),0.3,70.8*,1.2,1.0,3.9,0,19.6,97.3*,0
O=c1[nH]ncc(N/N=C/c2ccccc2)c1Cl,0.8,16.4,0.8,6.0,5.9,0.36,-12.5,2.2,1
O=C1CC(SC(=NCc2ccc3c(c2)OCO3)Nc2ccccc2)C(=O)N1c1ccccc1 (stereo not drawn),0.7,31.2,0.8,-5.0,0.4,-0.08,3.8,22.7,0.8
CCOCCCn1c(=S)[nH]c2cc(C(=O)N3CCN(C)CC3)ccc2c1=O,0.9,5.1,1.1,4.0,1.8,-0.25,-3.2,-5.4,1.1
CCCc1cc(=O)n2[nH]cnc2n1,1.1,-13.8,1.4,-13.0,0.5,1.98,-4.2,-18.3,1.2
COC(=O)C1=C(C)N=C2SC(C)C(=O)N2C1/C=C/c1ccccc1 (stereo not drawn),0.5,48.6,1,10.0,-6.0,-0.3,-1.0,55.9*,0.4
CC(C)NS(=O)(=O)c1ccc(OCC(N)=O)c(Cl)c1,0.8,24.3,1,-1.0,4.2,-0.08,-16.3,49.0,0.5
Cc1cccc(C)c1NC(=O)C1C2C=CC(C2)C1C(=O)NCc1ccccn1 (stereo not drawn),1,-1.3,0.8,-11.0,2.6,0.83,-1.2,4.0,1
CS(=O)(=O)N(CC(=O)NC1CCCC1)Cc1ccc(Cl)cc1,0.7,25.8,1.5,2.0,0.9,0.57,-2.2,58.0*,0.4
COc1ccc(Br)cc1CNC(=O)CCN1C(=O)COc2ccccc21,1.1,-7.9,0.9,-9.0,/,0.2,23.1,80.8*,0.2
COn1c(C)c(C(C)=O)c2c3no[n+]([O-])c3ccc21,1,4.8,0.7,-2.0,2.1,0.37,-1.9,5.8,0.9
CS(=O)(=O)Nc1ccc(C(=O)N2CCN(c3ccccc3F)CC2)cc1,0.6,38.7,1.3,-3.0,0.1,0.29,1.0,-15.9,1.2
CCN(CC)S(=O)(=O)c1cccc(-c2nnc(C(=O)c3ccc(C(F)(F)F)cc3)o2)c1,0.6,40.1,1.1,-12.0,-6.1,0.2,-12.4,41.7,0.6
CCN(C(=O)CN1CCN(c2ccc(OC)cc2)CC1)c1c(N)n(Cc2ccccc2)c(=O)[nH]c1=O,1,-4.8,1,1.0,-4.2,0.09,23.4,-15.9,1.2
COc1ccccc1OCCCn1c(=O)oc2ccccc21,0.7,32.2,1.3,-1.0,-7.7,0.66,3.2,99.5*,0
Cc1c(C(=O)c2no[n+]([O-])c2C(=O)c2cnn(C)c2C)cnn1C,0.7,27.0,1,4.0,-8.0,-0.26,-0.5,37.5,0.6
CCOc1cc(C2NC(=O)NC(C)=C2C(C)=O)cc(Cl)c1OCC(=O)O (stereo not drawn),0.9,13.3,1.2,-3.0,-0.2,0.14,-6.5,-0.6,1

# 8 consecutive entries already listed:
SMILES,CYP2C9 act,CYP2C9 inhib,PLAP activator,E coli WT exp,EphB4 ephrin blk,PTK2B oligo ant,PostGolgi yeast,CYP2C19 inh,CYP2C19 activ
CCOC(=O)C1CCCN(c2c(NCCCN(CC)c3cccc(C)c3)c(=O)c2=O)C1 (stereo not drawn),0.7,29.8,1,6.0,-7.8,1.4,-0.3,48.1,0.5
COc1cc(C(c2nnnn2C2CCCC2)N2CCc3ccccc3C2)ccc1O (stereo not drawn),0.4,57.1*,1.5,2.0,-0.1,0.2,18.7,43.2,0.6
O=C1c2ccccc2S(=O)(=O)N1CC(O)Cn1ccc2ccccc21 (stereo not drawn),0.3,70.8*,1.2,1.0,3.9,0,19.6,97.3*,0
O=c1[nH]ncc(N/N=C/c2ccccc2)c1Cl,0.8,16.4,0.8,6.0,5.9,0.36,-12.5,2.2,1
O=C1CC(SC(=NCc2ccc3c(c2)OCO3)Nc2ccccc2)C(=O)N1c1ccccc1 (stereo not drawn),0.7,31.2,0.8,-5.0,0.4,-0.08,3.8,22.7,0.8
CCOCCCn1c(=S)[nH]c2cc(C(=O)N3CCN(C)CC3)ccc2c1=O,0.9,5.1,1.1,4.0,1.8,-0.25,-3.2,-5.4,1.1
CCCc1cc(=O)n2[nH]cnc2n1,1.1,-13.8,1.4,-13.0,0.5,1.98,-4.2,-18.3,1.2
COC(=O)C1=C(C)N=C2SC(C)C(=O)N2C1/C=C/c1ccccc1 (stereo not drawn),0.5,48.6,1,10.0,-6.0,-0.3,-1.0,55.9*,0.4

# Continuation.
SMILES,CYP2C9 act,CYP2C9 inhib,PLAP activator,E coli WT exp,EphB4 ephrin blk,PTK2B oligo ant,PostGolgi yeast,CYP2C19 inh,CYP2C19 activ
CCCC(CCC)C(=O)NNc1cc(=O)c2c(=O)n(C)c(=O)n(C)c2[nH]1,0.8,16.1,0.8,-7.0,-1.8,-0.12,-2.0,-1.3,1
C=CCn1c(SCC(=O)c2ccc(Br)cc2)nnc1C(C)NC(=O)Cc1ccc(OC)cc1 (stereo not drawn),0.7,30.7,0.8,4.0,0.5,-0.77,-1.0,11.6,0.9
Cc1ccc2nc(N/N=C/c3ccccc3C#N)nc(-c3ccccc3)c2c1,0.5,46.2,1.1,-17.0,-0.7,-1.04,3.7,40.2,0.6
O=C(CCN1C(=O)c2ccccc2C1=O)Nc1ccc(F)cc1F,1,-3.7,0.9,-1.0,/,0.04,-10.4,36.4,0.6
NC(=O)c1cnn2c(C(F)(F)F)cc(-c3ccccc3)nc12,1,2.1,0.8,-4.0,4.5,0.29,-4.0,3.4,1
C/C(=N/OC(=O)c1ccc(C)cc1)c1cccs1,0.7,34.8,1,-1.0,-8.7,3.42,-23.2,23.0,0.8
CCc1n[nH]c2c1/C(=N\O)CC(C)(C)C2,0.8,22.9,1.1,5.0,-2.2,1.88,98.2*,43.7,0.6
Cn1c(CNC(=O)c2ccc(Cl)c(Cl)c2)nnc1SCC(=O)Nc1sc2c(c1C#N)CCCC2,0.8,21.0,0.9,-12.0,-1.4,0.74,-3.9,10.7,0.9
CCOC(=O)c1c(N)sc(C(C)=O)c1C,0.7,25.8,0.8,16.0,-1.4,1.61,3.0,22.5,0.8
CCOC(=O)c1ccc(S(=O)(=O)Nc2ccc3cn[nH]c3c2)cc1,0.1,94.2*,1.2,13.0,-0.1,-3.01*,-5.0,16.2,0.8
COc1ccc(CCNC(=O)CCC2COc3ccccc3O2)cc1OC (stereo not drawn),0.3,67.9*,1,11.0,-3.0,0.81,13.9,35.7,0.6
COc1ccc(C(=O)c2ccc(Cl)cc2Cl)cc1,1.1,-7.0,0.8,8.0,-2.6,0.4,4.7,-4.8,1
COc1cc(Cn2ccnc2)c(OC)cc1Cn1ccnc1,0.3,72.7*,1,7.0,-3.0,0.89,-1.9,77.5*,0.2
CCOC(=O)CSc1nc(C)c2ccccc2n1,1.5,-48.0,0.7,6.0,4.1,-0.06,10.7,-15.0,1.1
COCCn1c(CN(C)Cc2ccccc2)nc2c1c(=O)n(C)c(=O)n2C,0.5,46.8,1.2,-1.0,-0.9,/,5.2,11.3,0.9
CCOc1ccccc1NC(=O)CN1C(=O)COc2ccc(Cl)cc21,1,2.5,0.9,0.0,-3.2,/,-0.8,50.5*,0.5
Cc1ccccc1-n1c(C)nnc1SCc1nc2ccccc2s1,0.8,22.3,0.8,0.0,-6.6,-0.15,-0.3,75.7*,0.2
CCN(C(=O)CSc1ncn[nH]1)C1CCCCC1,0.9,10.0,0.8,4.0,2.3,1.28,-2.3,13.0,0.9
CCOC(=O)C1CCN(C(=O)CNC(=O)OC(C)(C)C)CC1,1.1,-10.8,1.1,-2.0,-6.3,0.21,0.5,-3.3,1
COc1ccc(-c2ccnc3nc(N4CCN(c5ccccc5)CC4)nn23)cc1,0.4,60.6*,1.6,-4.0,-2.1,-0.94,-1.7,-10.6,1.1
Cc1cccc(N(C(=O)CNC(=O)c2ccco2)C(C(=O)NC2CCCC2)c2cccnc2)c1 (stereo not drawn),1,-4.9,1.3,5.0,-3.3,-1.14,-5.9,-6.2,1.1
Clc1ccccc1C(c1nnnn1Cc1ccco1)N1CCN(Cc2ccco2)CC1 (stereo not drawn),0.8,16.7,1.5,21.0,-2.3,0.5,-2.8,96.5*,0
Cc1ccc(CN2CCN(/N=C/c3cc([N+](=O)[O-])ccc3Cl)CC2)cc1,1.5,-45.1,0.8,-26.0,3.4,0.32,-3.1,-27.4,1.3
Cc1cccc2[nH]c(-c3ccc(NC(=O)c4ccco4)cc3)nc12,0.9,5.8,0.9,-14.0,-1.3,-0.8,-2.2,33.4,0.7
COc1ccc(C)cc1S(=O)(=O)N(C)CC(=O)NC1CCCCC1,0.9,6.9,1,-4.0,-1.1,1.37,-5.4,22.4,0.8
CCOC(=O)N1CCC(c2nc(C)sc2C(=O)O)CC1,0.9,5.2,1.3,5.0,1.4,1.1,-9.5,-12.4,1.1
COCCN(Cc1cc2cc(C)ccc2nc1Cl)C(=O)Nc1ccccc1C,0.9,12.1,0.9,2.0,1.9,0.81,6.1,-2.2,1
CCCc1cc(C(=O)Nc2ccc(C(C)=O)cc2)no1,0.7,25.7,0.9,-7.0,-4.3,/,-1.6,12.5,0.9
CCN(Cc1ccccc1)C(=O)c1ccccc1C,1,0.9,0.8,6.0,-1.5,0.04,6.4,55.8*,0.4
COc1ccc(NC2=CC(=O)CC(c3ccccc3)C2)c(OC)c1 (stereo not drawn),1.2,-22.1,1,8.0,-9.0,-1.12,-0.3,61.9*,0.4
CCc1ccccc1S(=O)(=O)Cc1ccc(C(=O)NCc2ccc3c(c2)OCO3)o1,0,95.4*,0.9,-6.0,-0.2,/,-5.4,54.2*,0.5
Cc1ccccc1-c1n[nH]c(=S)o1,0.9,10.0,1,-5.0,-4.2,0.39,-3.2,3.9,1
COC(=O)c1ccc2ccn(CC(=O)NC(C)C)c2c1,0.7,27.1,0.8,7.0,-5.5,0.33,7.0,43.9,0.6
Cc1noc(/C=C/N(C)C)c1S(=O)(=O)N1CCC(C(=O)O)CC1,1,0.5,1.1,2.0,/,/,-5.1,-19.0,1.2
Cc1ccc(C(=O)CS(C)(=O)=O)cc1,1,-4.7,1.3,5.0,0.0,1.58,-8.5,1.0,1
C=CCNC(=O)c1c(N)n(-c2cccc(S(N)(=O)=O)c2)c2nc3ccccc3nc12,0.9,7.5,1.8,-3.0,-2.3,0.12,8.0,-4.3,1
Cc1ccccc1C(=O)Nc1ccc(Br)cn1,0.9,13.7,1,-2.0,3.3,-0.19,-5.5,46.4,0.5
Cc1ccc(S(=O)(=O)NCC(=O)N(CC(=O)NC(C)(C)C)Cc2cccs2)cc1,1,-0.5,1.2,-6.0,-5.8,2.59,-2.8,-10.5,1.1
O=C(Nc1nnc(-c2cccs2)o1)c1ccco1,0.7,33.7,0.9,6.0,-3.2,/,2.0,-4.1,1

# Rows are unselected; any-hit rate near 31%.
